Compound activity deposited in PubChem BioAssay by several laboratories.
ABHD5 PLIN5 PPI – blocks binding of human ABHD5 to perilipin-5; Split G. princeps luciferase complementation, luminescence, 4 h; actives 0.78% (n = 360,000); inhibition, % at 4 µM;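 active means inhibition above the mean inhibition across every tested compound plus 3 SD, cut at about 22% in these data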;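 further: 0% = DMSO only wells and the 100% control is not disclosed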
NR5A2 inv ag – inverse agonists of human LRH-1 (NR5A2). HEK293T StAR-luciferase reporter, LRH-1 transfected, 24 h. actives 0.13% (n = 360,000). AID 602396. O00482. inhibition, % at 3.6 µM;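 active means inhibition above the mean inhibition of all tested compounds plus 3 SD, cut at about 73% in these data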;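 further: 0% = DMSO wells and 100% = reporter-only cells lacking LRH-1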
TWEAK Fn14 block – inhibitors of TWEAK-Fn14 interaction signaling. TWEAK-stimulated Fn14 reporter cells, luciferase luminescence, 8 h. inhibition, % at 10 µM. actives 2% (n = 360,000); in the data active means inhibition above about 50%
Exocytosis inh – lytic granule exocytosis inhibition; TALL-104 LAMP-1 surface exposure, flow cytometry; cells stimulated with thapsigargin and PMA; inhibition, % at 10 µM; actives 0.66% (n = 360,000);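 active means inhibition above about 55%, limit read from the data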
NCOA2 inhibitor – human SRC2 (NCOA2) inhibition; HEK293 GAL4-SRC2 luciferase reporter, luminescence; AID 651957; inhibition, % at 9 µM; actives 0.17% (n = 370,000); Q15596;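 active means inhibition above the mean inhibition of all tested compounds plus 3 SD, set per campaign, cut at about 52% in these data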;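 further: 0% = DMSO treated cells and 100% = cells given Gossypol at 36 µM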
NOD2-RIPK2 inh – inhibitors of human NOD2-RIPK2 interaction | O43353 | CHO BLA complementation NOD2-RIPK2, CCF4 ratio | inhibition, % at 4.98 µM | actives 0.38% (n = 360,000) | AID 624267; in the data active means inhibition above about 21%;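 further: 0% = vehicle only and 100% = reference blocker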
TLR9-MyD88 block – TLR9-MyD88 interaction inhibition. Q9NR96+Q99836. CHO BLA complementation TLR9-MyD88, CCF4 FRET ratio. inhibition, % at 4.98 µM. actives 0.21% (n = 340,000). AID 504734;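 active means inhibition above the mean over all tested compounds plus 3 SD, cut at about 21% in these data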;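 further: 0% = DMSO only wells and 100% = clavulanate BLA inhibitor control wells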
TROY signal inh – TROY signaling inhibition | Q293 LMP1-TROYcd NF-kB luciferase reporter, 4 h | inhibition, % at 10 µM | actives 0.98% (n = 360,000);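 active means compounds whose plate-normalised and pattern-corrected inhibition of the luciferase reporter signal at the single screening dose is 50% or more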
NR2F2 inh – NR2F2 (human) inhibition, primary screen; P24468; HEK293T NGFI-A luciferase reporter, luminescence; inhibition, % at 8.6 µM; actives 0.7% (n = 370,000); AID 686940;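 active means inhibition above a per-plate cutoff, mean inhibition of test wells between control levels plus 3 SD, cut at about 38% in these data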;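 further: cells cotransfected with COUP-TFII expression vector driving the NGFI-A reporter; 0% = median of COUP-TF2 test wells and 100% = reporter-only cells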
SRC3 inh – inhibits human SRC3 coactivator; AID 588352; inhibition, % at 3.6 µM; Q9Y6Q9; HEK293 GAL4-SRC3 luciferase reporter, luminescence; actives 0.17% (n = 360,000);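 active means inhibition above a per-campaign cutoff, the mean of all compounds plus 3 SD, cut at about 60% in these data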;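 further: 0% = DMSO-treated cells and 100% = gossypol-treated cells at 36 µM; higher means less SRC3-driven luciferase light from the GAL4 reporter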
SRC1 inh – human NCOA1 inhibition; Q15788; HEK293 GAL4-SRC1 luciferase reporter, luminescence; inhibition, % at 3.6 µM; actives 0.12% (n = 360,000); AID 588354;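 active means inhibition above the campaign mean plus 3 SD, with each screening campaign given its own cutoff, cut at about 60% in these data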;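 further: 0% = DMSO treated cells and 100% = gossypol at 36 µM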
Target sequence (Q15788 whole entry, looked up, the tested form may be a part): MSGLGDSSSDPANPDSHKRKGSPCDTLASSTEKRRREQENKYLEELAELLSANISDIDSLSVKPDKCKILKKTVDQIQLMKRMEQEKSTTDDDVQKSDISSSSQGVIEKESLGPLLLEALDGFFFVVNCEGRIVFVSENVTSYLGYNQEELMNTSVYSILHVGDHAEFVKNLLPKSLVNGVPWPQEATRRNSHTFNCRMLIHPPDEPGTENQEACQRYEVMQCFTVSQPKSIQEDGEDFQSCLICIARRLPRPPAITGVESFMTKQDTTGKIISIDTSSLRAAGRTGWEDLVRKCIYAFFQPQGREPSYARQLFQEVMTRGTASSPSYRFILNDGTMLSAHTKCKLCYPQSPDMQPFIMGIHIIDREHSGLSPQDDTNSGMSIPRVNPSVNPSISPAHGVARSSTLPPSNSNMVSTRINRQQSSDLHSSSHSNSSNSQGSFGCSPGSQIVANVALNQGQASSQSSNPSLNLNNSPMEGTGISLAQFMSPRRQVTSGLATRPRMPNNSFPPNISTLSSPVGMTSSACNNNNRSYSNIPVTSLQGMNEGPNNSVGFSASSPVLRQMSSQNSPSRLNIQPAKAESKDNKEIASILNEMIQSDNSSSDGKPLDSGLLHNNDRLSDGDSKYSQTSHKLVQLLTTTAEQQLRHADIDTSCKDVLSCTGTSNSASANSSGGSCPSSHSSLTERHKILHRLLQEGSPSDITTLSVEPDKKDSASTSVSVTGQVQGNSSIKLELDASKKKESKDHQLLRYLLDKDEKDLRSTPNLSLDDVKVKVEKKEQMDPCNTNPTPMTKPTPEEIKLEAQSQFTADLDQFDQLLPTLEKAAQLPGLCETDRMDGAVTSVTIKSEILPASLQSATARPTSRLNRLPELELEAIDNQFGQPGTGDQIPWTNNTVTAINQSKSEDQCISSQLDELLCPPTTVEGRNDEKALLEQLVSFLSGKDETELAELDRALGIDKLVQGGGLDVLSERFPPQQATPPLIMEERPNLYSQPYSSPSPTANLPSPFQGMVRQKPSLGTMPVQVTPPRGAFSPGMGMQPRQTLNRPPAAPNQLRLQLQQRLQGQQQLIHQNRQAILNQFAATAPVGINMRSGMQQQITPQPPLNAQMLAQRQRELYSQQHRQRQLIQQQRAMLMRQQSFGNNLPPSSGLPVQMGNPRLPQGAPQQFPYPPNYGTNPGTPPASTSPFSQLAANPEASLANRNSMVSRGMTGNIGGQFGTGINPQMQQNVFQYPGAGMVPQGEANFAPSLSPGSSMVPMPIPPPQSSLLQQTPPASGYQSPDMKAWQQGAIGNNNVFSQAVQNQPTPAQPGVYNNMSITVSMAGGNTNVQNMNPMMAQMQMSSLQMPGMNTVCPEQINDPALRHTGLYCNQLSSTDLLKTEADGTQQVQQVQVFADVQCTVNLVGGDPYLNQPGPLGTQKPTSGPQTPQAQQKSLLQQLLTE
Starred values were filed as active, the others as inactive; nt = no result given. A portion of the library; count on the stated rates, not on these rows.

Labels used below: A = ABHD5 PLIN5 PPI; B = NR5A2 inv ag; C = TWEAK Fn14 block; D = Exocytosis inh; E = NCOA2 inhibitor; F = NOD2-RIPK2 inh; G = TLR9-MyD88 block; H = TROY signal inh; I = NR2F2 inh; J = SRC3 inh; K = SRC1 inh
O=C(NC(=S)Nc1cccc([N+](=O)[O-])c1)c1ccccc1
  A: -4; B: -48; C: -21; D: 9; E: -17; F: -13; G: nt; H: -31; I: -24; J: -14; K: -25
O=C(NC1CCCc2c1cnn2-c1ccc(F)cc1F)c1csnn1 (stereo not given)
  A: -6; B: -35; C: 3; D: -5; E: 5; F: -1; G: -4; H: 14; I: 9; J: 7; K: -39
O=C(NCC(O)CO)c1csc(Nc2cccc3ccccc23)n1 (stereo not given)
  A: -2; B: -5; C: -8; D: -3; E: -21; F: 2; G: -4; H: 13; I: 6; J: -26; K: -10
CN(C)S(=O)(=O)n1cc(/C=C(\NC(=O)c2ccccc2Cl)C(=O)NCCCN2CCOCC2)c2ccccc21
  A: 2; B: 5; C: 3; D: 5; E: -10; F: -2; G: -2; H: -7; I: 9; J: -38; K: -1
COc1ccc(-n2c(C)c([N+](=O)[O-])c3ccc(O)c(CN(C)C)c32)cc1
  A: 12; B: 28; C: 80*; D: 5; E: 54*; F: -1; G: -2; H: nt; I: 41*; J: 61; K: 69*
COc1cc(C(=O)Nc2ccc3c(c2)OCO3)ccc1-n1cnnn1
  A: 6; B: -12; C: 5; D: 16; E: -1; F: -4; G: -8; H: -3; I: 4; J: 7; K: -2
CCSc1cc(C)nc2ncnn12
  A: 3; B: -9; C: -30; D: 2; E: 12; F: -3; G: -7; H: 13; I: -15; J: -1; K: 2
Cc1ccc(SCCNCc2ccco2)cc1
  A: 7; B: 2; C: 5; D: -4; E: 9; F: -15; G: -4; H: -11; I: -9; J: 0; K: 10
CCCn1c(C(C)Nc2nc(-c3cccc(Br)c3)cs2)nc2ccccc21 (stereo not given)
  A: -16; B: -26; C: 19; D: -1; E: -14; F: 6; G: -15; H: 0; I: -2; J: -14; K: 0
COc1ccccc1-c1ccc(/C=C2/C=C(CC(C)C)OC2=O)o1
  A: 13; B: 13; C: 16; D: -3; E: -15; F: -2; G: -7; H: -49; I: 0; J: -11; K: -5
CN1CCN(CCCNC(=S)Nc2ccc(F)c(Cl)c2)CC1
  A: -2; B: -6; C: 20; D: -1; E: 0; F: -1; G: -1; H: -1; I: -13; J: 7; K: -35
COc1ccc(NC(=O)CCc2nc3ccccc3[nH]2)cc1
  A: 0; B: -2; C: -1; D: 0; E: nt; F: 1; G: 8; H: -14; I: nt; J: 3; K: 3
Cc1cc(C(=O)N2CCOCC2)ccc1[N+](=O)[O-]
  A: 1; B: -7; C: -12; D: 0; E: 4; F: -4; G: -12; H: 7; I: 3; J: -24; K: 2
Cn1nccc1NC(=O)Nc1cccc(Br)c1
  A: -2; B: 2; C: 10; D: -8; E: nt; F: -5; G: -4; H: 17; I: nt; J: 1; K: 5
CC(C)Oc1ccc(/C(O)=C2/C(=O)C(=O)N(CCN(C)C)C2c2ccco2)cc1 (stereo not given)
  A: 5; B: -30; C: -1; D: 3; E: -45; F: -5; G: -4; H: 0; I: 14; J: -5; K: -13

Five compounds drawn at random from those above, as already listed:
Labels used below: A = ABHD5 PLIN5 PPI; B = NR5A2 inv ag; C = TWEAK Fn14 block; D = Exocytosis inh; E = NCOA2 inhibitor; F = NOD2-RIPK2 inh; G = TLR9-MyD88 block; H = TROY signal inh; I = NR2F2 inh; J = SRC3 inh; K = SRC1 inh
O=C(NC1CCCc2c1cnn2-c1ccc(F)cc1F)c1csnn1 (stereo not given)
  A: -6; B: -35; C: 3; D: -5; E: 5; F: -1; G: -4; H: 14; I: 9; J: 7; K: -39
CC(C)Oc1ccc(/C(O)=C2/C(=O)C(=O)N(CCN(C)C)C2c2ccco2)cc1 (stereo not given)
  A: 5; B: -30; C: -1; D: 3; E: -45; F: -5; G: -4; H: 0; I: 14; J: -5; K: -13
Cc1cc(C(=O)N2CCOCC2)ccc1[N+](=O)[O-]
  A: 1; B: -7; C: -12; D: 0; E: 4; F: -4; G: -12; H: 7; I: 3; J: -24; K: 2
COc1ccc(-n2c(C)c([N+](=O)[O-])c3ccc(O)c(CN(C)C)c32)cc1
  A: 12; B: 28; C: 80*; D: 5; E: 54*; F: -1; G: -2; H: nt; I: 41*; J: 61; K: 69*
CCSc1cc(C)nc2ncnn12
  A: 3; B: -9; C: -30; D: 2; E: 12; F: -3; G: -7; H: 13; I: -15; J: -1; K: 2

The list goes on.
Labels used below: A = ABHD5 PLIN5 PPI; B = NR5A2 inv ag; C = TWEAK Fn14 block; D = Exocytosis inh; E = NCOA2 inhibitor; F = NOD2-RIPK2 inh; G = TLR9-MyD88 block; H = TROY signal inh; I = NR2F2 inh; J = SRC3 inh; K = SRC1 inh
COc1cc2nc(Cl)nc(N3CCCCC3)c2cc1OC
  A: -5; B: 10; C: -2; D: 0; E: 7; F: -1; G: 3; H: -2; I: 14; J: 10; K: 10
N#Cc1ccccc1NC(=O)COC(=O)COc1ccccc1[N+](=O)[O-]
  A: -4; B: 8; C: 1; D: 2; E: 2; F: 6; G: 1; H: 14; I: 23; J: 14; K: -1
CS(=O)(=O)N1CCN(c2c(Cl)cccc2[N+](=O)[O-])CC1
  A: -1; B: -17; C: 37; D: -1; E: 3; F: 1; G: 11; H: 9; I: 5; J: 20; K: 6
Cc1ccc(NC(=O)CN(C)Cc2nc3c(Br)cc(Br)cc3c(=O)[nH]2)cc1
  A: 0; B: -5; C: -29; D: 2; E: 19; F: 6; G: -5; H: 5; I: 5; J: 7; K: -11
Cc1ccc(NC(=O)c2oc3ccccc3c2C)c([N+](=O)[O-])c1
  A: -4; B: 7; C: -12; D: -3; E: 3; F: -3; G: -4; H: -9; I: 10; J: -10; K: -3
O=C(NCC1OCCc2ccccc21)c1ccc(NC(=O)c2cccc(Br)c2)cc1 (stereo not given)
  A: 1; B: 2; C: -2; D: -4; E: 20; F: -12; G: -5; H: 41; I: 7; J: 20; K: -21
O=S(=O)(Nc1nc2ccccc2nc1NCc1ccco1)c1ccccc1
  A: 17; B: -13; C: 35; D: -1; E: -18; F: 6; G: 1; H: 15; I: 15; J: -4; K: -30
COc1cc(/C=N/NC(=O)COc2c(C)cc([N+](=O)[O-])cc2C)ccc1OC(=O)c1ccccc1
  A: -1; B: 16; C: -36; D: 5; E: 2; F: -7; G: -14; H: -6; I: -8; J: 24; K: 4
O=C(NCC1CCCO1)/C(=C\c1ccco1)NC(=O)c1ccc(Cl)cc1 (stereo not given)
  A: -1; B: 2; C: 9; D: 3; E: 19; F: 0; G: -3; H: 0; I: 4; J: 4; K: -1
O=C(CNC(=O)N1CC(=O)Nc2ccccc21)NCc1ccccc1Cl
  A: 1; B: 13; C: -23; D: -1; E: -15; F: -3; G: 0; H: 0; I: 5; J: 11; K: -20
CCOC(=O)N1CCN(C(=O)c2ccc(OC)c(S(=O)(=O)N3CCOCC3)c2)CC1
  A: -4; B: 6; C: 13; D: 0; E: 7; F: 4; G: 6; H: 0; I: -17; J: 16; K: -29
Cc1ccc(OCC(=O)NCc2ccco2)cc1C
  A: 10; B: 3; C: -3; D: 0; E: -5; F: 5; G: -2; H: -30; I: -12; J: 13; K: -5
COc1ccc(-n2nnnc2SCC(=O)N2C(C)CCCC2C)c(OC)c1 (stereo not given)
  A: -2; B: -14; C: -17; D: 8; E: 3; F: -4; G: -5; H: 4; I: 11; J: -7; K: -10
CSc1ncccc1C(=O)NCCc1ccc(Cl)cc1
  A: -3; B: -1; C: -3; D: 8; E: -4; F: -2; G: -3; H: -5; I: -2; J: 15; K: -6
Cc1ccc(S(=O)(=O)Nc2cc(=O)[nH]c3c2CCC3)cc1
  A: 1; B: -7; C: 11; D: -4; E: -11; F: -1; G: -9; H: 6; I: 21; J: -7; K: -7

More entries follow.
Labels used below: A = ABHD5 PLIN5 PPI; B = NR5A2 inv ag; C = TWEAK Fn14 block; D = Exocytosis inh; E = NCOA2 inhibitor; F = NOD2-RIPK2 inh; G = TLR9-MyD88 block; H = TROY signal inh; I = NR2F2 inh; J = SRC3 inh; K = SRC1 inh
CN1C(=O)/C(=C/c2ccccc2Cl)Sc2ccc(C(=O)N3CCCC3)cc21
  A: 6; B: 0; C: 16; D: 17; E: 3; F: 4; G: 5; H: 50; I: 25; J: -13; K: -20
CCN1C(=O)N[C@@H](c2cccc(C(F)(F)F)c2)[C@H](C(C)=O)[C@H]1C
  A: 4; B: 7; C: 0; D: 12; E: 3; F: -8; G: -9; H: 13; I: 7; J: 26; K: -19
CCOC(=O)/C(=N\Nc1ncnc2ccccc12)c1ccc(C)cc1
  A: -6; B: -96; C: 37; D: 41; E: -1; F: -3; G: -4; H: 2; I: -17; J: -98; K: -88
CC1=C(C(=O)Nc2ccccc2F)C(c2ccsc2)C2=C(CC(c3ccccc3)CC2=O)N1 (stereo not given)
  A: -13; B: 26; C: 20; D: -1; E: -26; F: -1; G: -3; H: -15; I: -8; J: -4; K: 5
Nc1ccc(CSc2ccccc2)cc1
  A: 0; B: -36; C: -8; D: 0; E: -3; F: -7; G: -8; H: -48; I: -9; J: -39; K: -33
O=C(COc1ccc(/C=N/NC(=O)c2cc3ccccc3o2)cc1Br)Nc1ccccc1
  A: 4; B: -110; C: -16; D: -3; E: -50; F: -5; G: 1; H: 40; I: -29; J: -130; K: -103
COc1cccc(/C=C2\CC(C)Cc3c2nc2ccccc2c3C(=O)O)c1OC (stereo not given)
  A: 10; B: -7; C: 20; D: 1; E: 19; F: -2; G: -1; H: 20; I: -13; J: 10; K: -8
COc1ccc(Cl)cc1N(CC(=O)Nc1cccc(SC)c1)S(C)(=O)=O
  A: 2; B: 24; C: 12; D: 0; E: -14; F: 2; G: -1; H: 11; I: -18; J: -11; K: -7
c1ccc(OCc2nc(-c3ccccc3)no2)cc1
  A: -5; B: -20; C: -21; D: 1; E: -36; F: -13; G: 4; H: -72; I: -32; J: -22; K: -65
CC(NS(=O)(=O)c1ccc(Cl)cc1)C(=O)OCC(=O)Nc1ccc(N(C)C)cc1 (stereo not given)
  A: -11; B: 11; C: -9; D: 3; E: -1; F: -8; G: -5; H: -5; I: 6; J: 9; K: -4
CCCCN(C)c1c(C)nc2ccc(C(=O)NCc3ccc(OC)cc3)cn12
  A: -2; B: -14; C: -10; D: 26; E: 1; F: -2; G: nt; H: 21; I: 4; J: 7; K: 6
O=C(O)C1CCCCC1C(=O)Nc1ccccc1C(=O)N1CCN(c2ccc(F)cc2)CC1 (stereo not given)
  A: 3; B: 6; C: -1; D: 0; E: -17; F: 1; G: -2; H: -1; I: -1; J: -16; K: 7
